Autophagy HCS: alters autophagy in cells; 190,000 tested, 0.98% active; calls only at 10 µM (by protocol); MEF GFP-LC3 puncta imaging; test concentration mostly 10 µM; AID 463193;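 active = percentage of spot-positive cells more than 3 SD above its plate mean, without a fluorescence outlier flag or 80% toxicity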;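 also: spot-positive cell cutoff set from DMSO-treated cells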
P. falciparum M1AAP: malaria alanyl aminopeptidase activity blockers – biochemical, fluorogenic H-Leu-NHMec substrate, 1536-well (AID 1445). recombinant M1AAP, H-Leu-NHMec fluorogenic kinetic assay; higher % means a stronger effect. one-dose inhibition, % at 30 µM; IC50 in µM for titrated hits. 220,000 tested, 0.42% active;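 active = primary inhibition above the hit cutoff, then over 50% inhibition at one or more dose response concentrations, cut at about 23% in these data, passing the limit was not always enough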;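 also: plate controls were DMSO full reaction for no effect and no enzyme background for full effect; strong numbers were not always called active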
MT stabilize HCS: microtubule stabilization, imaging screen | HeLa tubulin immunostaining HCS, 24 h; share of cells brighter than vehicle mean+2SD | % tubulin-high responders, % at 10 µM | 200,000 tested, 0.83% active;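 active = plate Z-score above 3 for both tubulin-high and condensed-nucleus cell shares, with cell loss under 80%, at 10 µM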;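 also: anti alpha tubulin signal scored within the nucleus-defined area of each cell; some results filed as inactive read as strong as hits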
b-catenin transl: alters nuclear translocation of beta-catenin in HeLa cells; immunofluorescence imaging; nuclear translocation activity, % at 5 µM; 190,000 tested, 0.3% active;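 active = nuclear translocation activity above 50% at 5 µM, with a well cell count of 50 or more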;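 also: per-cell ratio of nuclear to cytoplasmic median beta-catenin stain intensity; plate controls were DMSO negative control for no effect and GSK-3 inhibitor IX positive control for full effect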
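Read-out: Nuclear/cytoplasmic beta-catenin signal ratio, % activation | Assay system: Human HeLa cell line | Times: 24 h compound exposure at 37°C, 5% CO2 | Signal: Fluorescence imaging of beta-catenin antibody stain plus DAPI | Dosing: 5 µM primary, 0.02–20 µM confirmation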
Yfh1-depleted yeast: enhancers of respiration in Yfh1-depleted yeast, dose response, Friedreich's ataxia, plus single-dose screen (AID 1465). S. cerevisiae Yfh1-off respiration, WST-1 reduction, 72 h; higher fold induction means a stronger effect. fold induction at 50 µM; hits with a dose series show EC50 in µM. 220,000 tested, 0.074% active;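 active = fold induction of absorbance versus untreated yeast above a set limit, then at least 30% activation at any dose in follow-up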;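 also: activators that raise dye reduction in frataxin-depleted yeast; strong numbers were not always called active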
T cell modulator: modulates CD8 T cell binding to vesicles; 2C CD8+ T cell-vesicle binding, flow cytometry; hits give low values; calls only at 7 µM; 330,000 tested, 0.068% active;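 active = response, share of CD8 T cells binding vesicles, and their 90th percentile fluorescence all below set limits, cut at about 80% in these data, passing the limit was not always enough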
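Test system: purified 2C TCR transgenic mouse naive CD8+ T cells. Probe or stimulus: QL9-peptide-loaded Drosophila micro-vesicles bearing Ld, ICAM-1 and B7-1. Incubation: binding step 1.5 h, 37 °C, antibody labelling 20 min, ice. Measured by: flow cytometry of vesicle-bound cells.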
Dynein transport: dynein cargo transport inhibition; 220,000 tested, 0.47% active; 3617.4 mouse cells, GR-EGFP nuclear translocation imaging; test concentration mostly 20 µM; stimulated with dexamethasone, 1 µM; hits give low values; z-score, hits read low;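 active = plate z-score of nuclear minus cytoplasmic receptor signal below a set negative limit, without overly bright fluorescence or cell loss, cut at about -3.5 in these data, passing the limit was not always enough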;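 also: z-score of nuclear minus cytoplasmic ring GR-EGFP intensity difference per well; some compounds called inactive have numbers as strong as hits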
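Schedule: 48 h induction, then 1 h compound, then 30 min agonist, 37 °C. Buffer or medium: tetracycline-free induction medium containing charcoal-stripped FBS. Reagent: 1.0 µM final dexamethasone stimulus. Evaluation: nuclear versus cytoplasmic GR-EGFP signal, averaged per well. Signal: high-content fluorescence imaging after fixation.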
M17LAP inhibition: P. falciparum M17LAP inhibitors, primary screen, biochemical, fluorogenic H-Leu-NHMec substrate, 1536-well (AID 1619); recombinant M17LAP, H-Leu-NHMec fluorogenic kinetic assay; higher % means a stronger effect; inhibition, % at 30 µM, or IC50 in µM where a hit was titrated; 220,000 tested, 0.38% active;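 active = compound inhibiting the enzyme by more than half at any dose during confirmatory dose-response retesting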;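 also: plate controls were full reaction with DMSO carrier for no effect and no enzyme background for full effect; strong numbers were not always called active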
WT yeast gro inh: growth inhibition of WT yeast, mitochondrial fusion screen; mitochondrial fusion phenotypic screen, WT strain; inhibition, % at 10 µM; 190,000 tested, 2.1% active; AID 1362; in the data active = inhibition above about 58%; tested in S. cerevisiae
WT yeast gro inh mutant strain: recorded beside WT yeast gro inh, whose call it bears; inhibition, %; mitochondrial fusion phenotypic screen, mutant strain inhibition
Dynein transport cytoplasmic EGFP: also measured in Dynein transport; calls as there; z-score; measured here: cytoplasmic GR-EGFP intensity; hits give high values
Dynein transport nuclear GR-EGFP: second read-out of Dynein transport, no call of its own (marks repeat the call); z-score; measured here: nuclear GR-EGFP intensity;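 lower value marks the stronger effect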
Dynein transport cell count: recorded beside Dynein transport, whose call it bears; z-score; measured here: cell count per field
b-catenin transl cell count 5 µM: also measured in b-catenin transl; calls as there; cell count; measured here: cell count, cytotoxicity flag
T cell modulator vesicle-bound %: also measured in T cell modulator; calls as there; double positive events, %; measured here: CD8+ vesicle-bound cell fraction;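 binding gate set so that unloaded-vesicle control wells show 10% double positive cells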
MT stabilize HCS Hoechst-high %: second read-out of MT stabilize HCS, no call of its own (marks repeat the call); % Hoechst-high responders; measured here: nuclear condensation Hoechst responders;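 share of cells brighter than vehicle mean plus two SD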
MT stabilize HCS cytotoxicity %: further read-out of MT stabilize HCS, marked with its call; toxicity, %; measured here: cytotoxicity by cell density;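 0% = mean cell density of plate MIN control wells and 100% = no cells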
Autophagy HCS cell loss 18 h: second read-out of Autophagy HCS, no call of its own (marks repeat the call); toxicity, %; measured here: cell loss, nuclei count;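 cell loss after 18 h compound exposure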
* hit, by the source's call; i = inactive; x = not tested or not shown.

SMILES | Autophagy HCS | Autophagy HCS cell loss 18 h | P. falciparum M1AAP | MT stabilize HCS | MT stabilize HCS Hoechst-high % | MT stabilize HCS cytotoxicity % | b-catenin transl | b-catenin transl cell count 5 µM | Yfh1-depleted yeast | T cell modulator | T cell modulator vesicle-bound % | Dynein transport | Dynein transport cytoplasmic EGFP | Dynein transport nuclear GR-EGFP | Dynein transport cell count | M17LAP inhibition | WT yeast gro inh | WT yeast gro inh mutant strain
O=C(O)C1C(c2ccccc2)C(C(=O)N2CCOCC2)C1c1ccccc1 (stereo unspecified) | i | -6 | 4% | 4.9 | 3.3 | 6.0 | -6.0 | 975 | i | i | 11 | -0.38 | -0.16 | 0.18 | -0.5 | -12% | -2 | -3
O=C(Nc1ccc(C(=O)O)cc1)Nc1cccc([N+](=O)[O-])c1 | i | -8 | 16% | 1.2 | 1.0 | 15 | -0.5 | 1016 | i | i | 27 | 0.39 | -0.21 | 0.3 | 0.55 | 16µM* | -6 | 2
CC1=C(C(=O)Nc2ccc(C)cc2C)C(c2cccc([N+](=O)[O-])c2)n2nc(C(=O)OC(C)C)nc2N1 (stereo unspecified) | i | -10 | 1% | 1.7 | 3.3 | 6.3 | 0.1 | 1150 | i | i | 5 | -0.39 | -0.31 | -0.42 | 0.44 | 3% | -8 | -13
COc1ccc(C(=O)SC2=NCCS2)cc1OC | i | -1 | 5% | 5.3 | 1.9 | 7.1 | -1.7 | 1134 | i | i | 23 | 0.077 | -0.15 | 0.045 | 0.038 | 11% | -10 | -4
COc1ccccc1NC(=O)Nc1ccc(-n2ccc(C(F)(F)F)n2)cc1 | x | x | -15% | x | x | x | 2.2 | 1328 | i | i | 22 | -0.075 | -0.27 | -0.29 | 0.075 | 0% | x | x
CN(C)CC/C=C1\c2ccccc2COc2ccccc21 | i | 13 | 3% | 2.4 | 3.3 | 9.3 | -0.5 | 622 | i | i | 19 | 0.0035 | -0.31 | 0.19 | 1 | 10% | -24 | 2
COc1ccc(OCCSc2nnc(-c3cccnc3)n2N)cc1 | i | 26 | -2% | 2.3 | 2.1 | 0.4 | x | x | i | i | 52 | 0.81 | -0.12 | 1.9 | -1.6 | 7% | 7 | -26
Cc1ccc(C(c2sc3nc(C)nn3c2O)N2CCN(CCO)CC2)cc1 (stereo unspecified) | x | x | 6% | x | x | x | 0.3 | 1151 | i | i | 21 | -0.68 | -0.68 | -0.062 | -0.099 | 2% | 9 | 7
NNc1nc2sc3c(c2c(=O)n1C1CCCCC1)CCN(Cc1ccccc1)C3 | x | x | 3% | x | x | x | 1.6 | 1115 | i | i | 20 | -0.065 | 0.091 | -0.0088 | 0.093 | 1% | x | x
CCC(C)NCCCOc1ccc(Cl)cc1C(C)(C)C (stereo unspecified) | i | 12 | -1% | 4.1 | 2.4 | 4.6 | -4.6 | 560 | i | i | 44 | 1.3 | -0.23 | 1.7 | -1.1 | 14% | 27 | 26
COc1ccc(-c2csc(Cc3nnc(N4CCOCC4)n3-c3ccccc3)n2)cc1 | i | -8 | 5% | 3.8 | 2.1 | 8.9 | x | x | i | i | 10 | -0.49 | -0.16 | 0.2 | 0.56 | 8% | 10 | -5
O=C(Nc1ccccc1N1CCCC1)c1ccc(Cl)cc1Cl | i | -1 | 7% | 2.1 | 1.1 | 7.6 | -1.2 | 941 | i | i | 52 | -0.2 | -0.083 | -0.024 | 0.68 | 20% | 11 | -11
CC(C)C[C@H](N)c1nnc(S(=O)(=O)Cc2ccc(F)cc2)o1 | i | 1 | 1% | 2.5 | 2.8 | 3.7 | 1.0 | 676 | i | i | 62 | -3.7* | 2* | -2* | 0.1* | -1% | -21 | -1
CC(=O)c1ccc(NC(=O)C2(c3ccccc3)CCOCC2)cc1 | i | 0 | 5% | 2.6 | 1.6 | 0.6 | -0.1 | 1283 | i | i | 41 | -0.28 | -0.26 | -0.98 | 0.12 | -2% | 1 | -4
CC1CC(=O)Nc2ccccc2N1S(=O)(=O)c1ccc(F)cc1F (stereo unspecified) | x | x | 1% | x | x | x | 0.0 | 1262 | i | i | 40 | -0.2 | 1.1 | 0.5 | -0.068 | 4% | x | x
COc1ccc(-n2c(Cc3ccccc3)nnc2SCc2ccc([N+](=O)[O-])cc2)cc1 | i | 8 | 7% | 1.9 | 3.6 | 7.7 | -0.5 | 1140 | i | i | 50 | -0.83 | -0.17 | -0.68 | 0.67 | 14% | 17 | 16
CCOc1ccc(C2C=C(c3ccccc3)Nc3ncnn32)cc1 (stereo unspecified) | i | -9 | 14% | 5.5 | 3.2 | 5.6 | -1.5 | 883 | i | i | 49 | -0.77 | -0.14 | -0.96 | 0.3 | -41% | 56 | -7
CC(C)OC(=O)COc1cc(O)c2c(=O)cc(-c3ccccc3)oc2c1 | x | x | 3% | x | x | x | 0.0 | 1350 | i | i | 45 | 0.72 | -0.044 | 1 | -2.3 | 5% | x | x
CCOC(=O)c1ccc(Nc2cc(C)nc(-c3ccccc3O)n2)cc1 | i | 1 | -1% | 3.2 | 3.1 | 4.5 | x | x | i | i | 39 | 2.4 | -0.2 | 1.4 | 0.15 | 0% | 3 | -7
CCOc1ccccc1NC(=O)Cn1nnc(C(=O)Nc2ccccc2Cl)c1N | i | -16 | -1% | 5.1 | 3.2 | 12 | 0.4 | 1008 | x | x | x | -0.18 | -0.32 | -0.0087 | 0.32 | 0% | 10 | 6
O=C(CC1CCS(=O)(=O)C1)NC1CCCCC1 (stereo unspecified) | i | 14 | 1% | 5.0 | 0.9 | 1.3 | -2.5 | 932 | i | i | 51 | 0.36 | -0.35 | 0.34 | -0.32 | -2% | -8 | -6
O=C(CCN(CCO)Cc1ccccc1)Nc1ccc(Br)cc1 | i | 3 | -7% | 5.0 | 3.5 | 9.9 | -0.1 | 1183 | i | i | 59 | -3.7 | 5 | -0.57 | -4.5 | -6% | 26 | -36
COc1ccccc1N1C(=O)c2cccc3c(C(=O)O)ccc(c23)C1=O | i | 8 | 19% | 1.2 | 0.7 | 8.2 | x | x | i | i | 33 | -0.045 | -0.17 | 0.19 | 0.051 | 17% | 3 | 15
OCC1(CCc2ccccc2)CCN(Cc2cc(F)ccc2-n2cccn2)CC1 | i | 7 | 1% | 2.1 | 1.9 | 7.5 | 0.4 | 992 | i | i | 54 | -0.58 | -0.25 | -0.023 | 0.81 | -5% | 3 | 6
CCn1c(CNc2nc(-c3ccccc3)cs2)nnc1SCC(=O)NCc1ccco1 | i | -13 | 9% | 5.1 | 3.9 | 8.3 | -1.0 | 840 | i | x | x | 2.3 | 0.18 | 1.9 | -2.7 | -5% | 14 | 28

The list goes on:
SMILES | Autophagy HCS | Autophagy HCS cell loss 18 h | P. falciparum M1AAP | MT stabilize HCS | MT stabilize HCS Hoechst-high % | MT stabilize HCS cytotoxicity % | b-catenin transl | b-catenin transl cell count 5 µM | Yfh1-depleted yeast | T cell modulator | T cell modulator vesicle-bound % | Dynein transport | Dynein transport cytoplasmic EGFP | Dynein transport nuclear GR-EGFP | Dynein transport cell count | M17LAP inhibition | WT yeast gro inh | WT yeast gro inh mutant strain
CCOC(=O)N/N=C(C)/C=C/c1ccco1 | i | 3 | 9% | 1.7 | 3.0 | 7.7 | 2.2 | 1008 | i | i | 60 | 1.2 | -0.26 | 0.31 | -0.87 | 21% | -10 | -6
COc1ccc(NC(=O)C2CCCN(S(=O)(=O)c3ccc(C)cc3)C2)cc1OC (stereo unspecified) | i | -4 | 8% | 4.9 | 3.6 | 3.7 | -1.9 | 1225 | i | i | 46 | 0.77 | -0.22 | 0.3 | 0.31 | 2% | -6 | 2
COc1ccc(C2CC3(CC(C)(C)NC(=O)N3)Oc3cc(O)ccc32)cc1 (stereo unspecified) | i | -4 | -1% | 2.3 | 1.1 | 4.8 | -2.5 | 854 | i | i | 38 | -0.32 | -0.19 | -0.34 | 0.36 | -1% | -3 | -5
Cc1ccc(/C=C/C(=O)N2CCN(c3ccc(F)cc3)CC2)o1 | i | 5 | 9% | 2.9 | 1.3 | 2.1 | x | x | i | i | 11 | -0.25 | -0.18 | -0.042 | -0.12 | 9% | 2 | 6
Cn1c(=O)c2c(nc(N3CCOCC3)n2CCSc2ncccn2)n(C)c1=O | i | 9 | 3% | 5.1 | 2.9 | 6.8 | -1.5 | 1166 | i | i | 32 | 0.36 | -0.12 | 0.28 | 0.056 | -10% | -11 | -8
CCC(=O)Nc1cccc(NC(=S)NC(=O)c2ccc(Cl)cc2Cl)c1 | i | 7 | 7% | 1.3 | 0.3 | 4.9 | -3.0 | 837 | i | i | 32 | -0.091 | -0.17 | -0.027 | 0.73 | -3% | -13 | -22
CN1C(=O)c2ccc(NC(=O)c3c(F)c(F)c(F)c(F)c3F)cc2C1=O | i | -3 | 10% | 2.7 | 2.4 | 7.9 | -0.9 | 1119 | i | i | 0 | -0.57 | -0.28 | -0.24 | 1.1 | -2% | x | x
Cc1ccc(S(=O)(=O)N(CC(=O)N/N=C/c2cccc3c2OCCO3)c2ccccc2F)cc1 | i | 0 | -6% | 2.7 | 1.6 | 6.6 | x | x | i | i | 39 | 0.82 | -0.15 | 0.99 | 0.14 | -3% | 21 | 8
COc1ccc([C@H](C)NC[C@H](O)c2ccc(O)c(NC=O)c2)cc1 | i | -1 | 5% | 3.2 | 2.3 | 7.6 | 4.0 | 1065 | i | i | 47 | -0.79 | -0.31 | -0.3 | 0.7 | 8% | -10 | 7
